Screening data (PubChem)
HDAC3 inh: HDAC3 deacetylase inhibitors, primary screen, biochemical, fluorescence, cell-free homogeneous; Histone deacetylase 3 (Homo sapiens), O15379; recombinant HDAC3, fluorogenic peptide/trypsin coupled; inhibition, % at 8.3 µM; 0.15% of 320,000 active; AID 2718, 2010; in the data active means inhibition above about 26%, passing the limit was not always enough; inconclusive means no clear call, values can overlap the other calls
AI-2 QS modul: Vibrio harveyi AI-2 quorum sensing modulators, primary screen, JMH597 strain, luminescence/OD600 ratio; Vibrio harveyi JMH597 AI-2 luminescence/OD600 ratio, 9 h; active compounds read low; strain lacks LuxN and CqsS sensors; 0 = neutral-control median; activity change, % at 7.5 µM; 0.4% of 300,000 active; AID 2094, 2009; in the data active means activity change below about -75%, passing the limit was not always enough; inconclusive means no clear call, values can overlap the other calls;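 further: luminescence divided by OD600 gain over 9 h not by final OD600 alone; inactives centre near 13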
GSK3A inh: blockers of GSK3A enzyme activity – biochemical, luminescence, cell-free homogeneous, HTS, primary screen; Glycogen synthase kinase-3 alpha (Homo sapiens), P49840; GSK-3 alpha kinase, ADP-Glo luminescence, 60 min; inhibition, % at 10 µM; 0.1% of 320,000 active;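 in the data active means inhibition above about 50%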;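 further: GST-tagged GSK-3 alpha with peptide substrate and 25 µM ATP; 0% = DMSO neutral wells and 100% = GW8510 positive control wells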
Target sequence (P49840 whole entry, looked up): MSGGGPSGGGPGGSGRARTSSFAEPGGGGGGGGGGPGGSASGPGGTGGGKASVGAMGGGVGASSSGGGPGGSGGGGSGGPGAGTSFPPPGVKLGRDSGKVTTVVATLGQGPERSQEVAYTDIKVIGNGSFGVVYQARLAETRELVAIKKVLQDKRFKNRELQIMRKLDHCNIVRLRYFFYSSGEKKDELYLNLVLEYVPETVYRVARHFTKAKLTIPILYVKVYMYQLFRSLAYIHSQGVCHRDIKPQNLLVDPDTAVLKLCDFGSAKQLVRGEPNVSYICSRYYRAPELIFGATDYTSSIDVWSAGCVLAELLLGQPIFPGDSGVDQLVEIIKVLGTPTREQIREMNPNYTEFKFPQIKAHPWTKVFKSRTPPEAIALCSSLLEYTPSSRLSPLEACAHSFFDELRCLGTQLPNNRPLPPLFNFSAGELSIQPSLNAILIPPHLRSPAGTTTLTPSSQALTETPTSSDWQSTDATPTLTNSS
HSF1 inhib: HSF1 inhibitors in luciferase reporter cells, primary screen, cell-based, NIH3T3, luminescence; NIH3T3-HGL HSE-luciferase, MG132-induced, luminescence 8 h; active compounds read low; activity change, negative = inhibition, % at 7.5 µM (by protocol); 0.77% of 300,000 active;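 active means more than half of replicate wells show activity change below -50%, luminescence cut by over half; inconclusive means some wells, but at most half, below -50%; inactive means no replicate well below -50%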;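 further: luciferase reports HSF-1 transcriptional activity via heat shock element; 0% = median of DMSO wells and -100% = zero luminescence signal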
HSF-1 act: HSF-1 activators, primary screen, NIH3T3-HGL cells, MG132 stress, luminescence, single point. NIH3T3-HGL HSF-1 luciferase reporter, 8 h; 100% = twice DMSO control signal. activation, % at 9 µM. 1.7% of 300,000 active;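 active means mean replicate activation of at least 50% with a set share of replicates each reaching 50%; inconclusive means only one of those two conditions met; inactive means mean below 50% and too few replicates reaching it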;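 further: 0% = median of the neutral control wells and 100% = twice that signal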
HSP90 inh: HSP90 inhibitors, primary screen, cell lysate, luminescence | Heat shock protein HSP 90 (rabbit reticulocyte lysate; luciferase refolding) | Rabbit reticulocyte lysate, luciferase refolding luminescence, 3 h | inhibition, % at 5.6 µM | 0.91% of 290,000 active;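 active means inhibition above the screen-wide mean plus 3 SD, computed separately per campaign, cut at about 16% in these data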;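 further: 0% = DMSO wells and 100% = 60 µM geldanamycin wells; inhibitors lower the luminescence because luciferase stays unfolded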
GSK3B inh: human GSK3beta kinase inhibitors, primary screen, biochemical, cell-free homogeneous, HTS; 0.038% of 300,000 active; AID 2097, 2009; GST-GSK3beta kinase, ADP-Glo luminescence, 60 min; active compounds read low; activity score (negative = inhibition), % at 10 µM; Glycogen synthase kinase-3 beta (Homo sapiens), P49841;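 active means more than half of replicate wells score below -50%, meaning over 50% inhibition versus plate controls; inconclusive means some replicates but at most half score below -50%; inactive means no replicate scores below -50%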;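 further: 0% = median DMSO wells and -100% = median GW8510 positive control wells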
Target sequence (P49841 whole entry, looked up): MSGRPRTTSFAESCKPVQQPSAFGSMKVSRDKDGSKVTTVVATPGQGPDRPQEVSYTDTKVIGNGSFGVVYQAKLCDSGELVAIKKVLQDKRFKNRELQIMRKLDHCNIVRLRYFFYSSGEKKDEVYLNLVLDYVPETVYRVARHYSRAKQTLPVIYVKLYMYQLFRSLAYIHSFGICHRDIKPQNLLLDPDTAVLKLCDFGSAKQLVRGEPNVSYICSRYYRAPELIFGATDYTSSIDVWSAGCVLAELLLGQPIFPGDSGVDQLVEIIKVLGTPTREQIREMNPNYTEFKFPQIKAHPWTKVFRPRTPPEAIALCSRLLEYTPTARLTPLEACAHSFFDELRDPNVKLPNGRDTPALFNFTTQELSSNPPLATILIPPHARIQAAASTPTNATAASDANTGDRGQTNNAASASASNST
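Test system: GST-tagged human GSK3beta kinase, cell-free; evaluation: activity score scaled between in-plate DMSO and GW8510 controls; measured by: ADP-Glo luminescence; incubation: 60 min reaction, RT; benchmarks: DMSO and 20 µM GW8510; reagent: peptide substrate plus 25 µM ATP (final); medium: Tris/MgCl2 kinase buffer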
DYRK1A inh: rat Dyrk1A kinase inhibitors, primary screen, biochemical, single point, plate reader | 0.43% of 310,000 active | AID 504441, 2011 | ADP-Glo luminescence, NFATc1 peptide | inhibition, % at 12.5 µM; in the data active means inhibition above about 50%;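 further: plate controls were vehicle with enzyme for no effect and no enzyme for full effect; many of its hits are not listed in these tables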
PolyA inhibitor: polyadenylation inhibitors in yeast reporter cells, primary screen, luminescence, S. cerevisiae; S. cerevisiae SKY197-pL101 polyadenylation reporter, beta-gal luminescence; efflux-impaired pdr1/pdr3 knockout yeast; score 100 = 6 SD above DMSO; calls only at 12 µM; 0.02% of 300,000 active;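 active means lowest replicate activity score at least 50, where 100 means six control SD above control mean; inconclusive means lowest score under 50 but half or more replicates reach 50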;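 further: yeast exposed to compound for 9 h at 30 °C; higher score means more reporter readthrough which indicates perturbed polyadenylation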
Platelet DG rel: inhibitors of platelet dense granule secretion, primary screen, cell-based, MLPCN, human platelets; human platelet-rich plasma, SFLLRN dense granule ATP release, luminescence; inhibition, %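 (compounds screened at 7.5 µM in platelet-rich plasma)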; 0.22% of 300,000 active; AID 1663, 2009;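 active means mean replicate score, as percent of positive control, at or above 50; inconclusive means mean below 50 but at least one replicate at or above 50; inactive means mean and every replicate below 50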
* = called active by the depositor; i = inactive; ? = inconclusive; / = not tested or not shown. This is a subset; the hit share may differ from the screen's.

SMILES	HDAC3 inh	AI-2 QS modul	GSK3A inh	HSF1 inhib	HSF-1 act	HSP90 inh	GSK3B inh	DYRK1A inh	PolyA inhibitor	Platelet DG rel
CCOc1ccc2nc(NC(=O)C3CCCN(S(=O)(=O)c4cccs4)C3)sc2c1 (stereo not drawn)	-6	20	0	-2	18	1	3	42	i	-3
C=CCOc1ccc(/C=C(\C#N)C(=O)Nc2ccccn2)cc1OC	2	-6	3	-3	1	4	6	1	i	0
CN(CC(=O)Nc1ccccc1Cl)C(=O)C1CCN(S(=O)(=O)c2ccc3c(c2)OCCO3)CC1	6	20	-5	-4	-11	/	5	7	i	1
CCOC(=O)C(/C=C(\C#N)C(=O)OCC)=C(/N)N1CCN(c2ccccc2)CC1	6	20	20	10	-4	-1	-3	0	i	4
CC(/C=C/c1ccccc1F)=N\NC(=O)c1ccccc1	9	6	-2	-1	6	2	2	-5	i	5
O=C(NC1CCCCC1NC(=O)c1cccs1)c1cccs1 (stereo not drawn)	-8	25	3	2	0	-2	1	-1	i	0
COC(=O)c1ccc(S(=O)(=O)N(Cc2ccccc2)Cc2ccccc2)n1C	-3	5	-2	-1	-2	7	0	/	i	2
COc1ccc(C(=O)Nc2nc(-c3cccs3)cs2)cc1	-5	18	-3	24	14	5	-19	-5	i	5
CCOc1ccc(N(C(=O)CNC(=O)c2ccco2)C(C(=O)NC2CCCC2)c2cccnc2)cc1 (stereo not drawn)	3	-12	-1	-13	-3	7	2	-3	i	-1
Brc1ccc(NCc2cccc3ccccc23)nc1	1	2	-2	9	23	3	-2	-5	i	4
CCN(Cc1cc2ccc(C)cc2[nH]c1=O)C(=O)c1ccncc1	/	17	/	-13	-15	-6	3	/	i	39
Cn1c(=O)[nH]c(=O)c2c1nc(NC1CCCC1)n2Cc1ccccc1	5	3	3	-2	-17	-1	-5	/	i	-6
CCCNC(=S)NC1CC2CCCC(C1)N2CC(C)C (stereo not drawn)	2	3	2	4	17	-4	0	1	i	2
CCCn1c2c(c(O)c(C(=O)NC)c1=O)CCCC2	-3	17	0	-13	-9	0	4	-2	i	15
CCNC(=O)NC(=O)C(C)N1C(=O)NC(c2ccccc2)(c2ccccc2)C1=O (stereo not drawn)	-5	/	-1	-2	1	-2	/	3	i	4
Cc1ccc(-c2ccc(CCC(=O)O)n2Cc2ccco2)cc1	-7	-11	-3	5	13	10	3	-3	i	-3
COc1cc(/C=N/NC(=O)c2c(-c3ccccc3)noc2C)cc(OC)c1OC	4	20	1	1	2	3	-5	-3	i	2
O=C(Nc1ccccc1)c1ccccc1NC(=O)C(F)(F)F	-2	18	-2	10	1	-1	-3	-5	i	-5
O=C(N/N=C/c1cccc(Cl)c1)c1c(O)c2c([nH]c1=O)CCCC2	17	17	-2	-17	-25	1	1	16	i	-1
CCc1nnc(NC(=O)CCC(=O)N2CCN(CCc3ccccc3)CC2)s1	-5	16	2	2	-4	/	6	-2	i	21
CCN(CC)CCN1C(=O)c2ccccc2NC1c1ccccc1F (stereo not drawn)	-27	14	-3	1	8	1	2	-1	i	1
Cc1cc(NS(=O)(=O)c2ccc(NC(=O)c3cc(-c4cccnc4)nc4ccc(Cl)cc34)cc2)no1	4	10	-1	0	10	2	3	-2	i	-4
CC(C)(C)n1cc(S(=O)(=O)c2ccccc2)[nH]c1=O	0	-8	-1	2	-7	-1	4	-4	i	-5
CCOC(=O)c1c(C)[nH]c(=S)c(C#N)c1-c1ccccc1	6	16	21	11	1	2	-18	-1	i	1
O=C(COc1ccccc1)NS(=O)(=O)c1ccccc1	-2	/	-2	-3	0	1	/	-7	i	2
CC(C)Cn1c(=O)c2ccccc2n2c(CCC(=O)NCC3CCCO3)nnc12 (stereo not drawn)	-16	6	-2	-2	-3	4	0	-1	i	-2
CC1/C(=C\c2ccc(Cl)cc2)C(=O)C2CC1C2(C)C (stereo not drawn)	5	7	2	0	-10	3	-4	-5	i	-1
O=C(CN1C(=O)CCC1=O)Nc1nc(-c2cccs2)cs1	-8	5	0	2	11	2	2	10	i	?
COc1ccc(-c2nc3ccc(C(=O)NCCCN4CCOCC4)cc3nc2-c2ccc(OC)cc2)cc1	1	0	7	-2	-8	3	0	-2	i	7
COc1cc(C(=O)Nc2cccc(S(=O)(=O)N3CCCC3)c2)c([N+](=O)[O-])cc1OC	2	22	-2	4	3	/	2	12	i	11
CN(Cc1nccs1)C(=O)CC1C(=O)NCCN1Cc1ccc(-c2ccccc2)cc1 (stereo not drawn)	-4	-1	-2	-30	-46	-2	-3	18	i	0
O=C(NCc1ccco1)c1cc(-c2ccccc2)nc2ccccc12	6	9	-6	8	14	5	2	-1	i	6
CCOc1ccc(OCC)c(NC(=O)CN2CCN(CC(=O)NC(C)C)CC2)c1	2	12	-1	-2	-10	4	-1	-4	i	1
N#Cc1c(N)c(C(=O)c2ccccc2)n2c1CCCC2	1	20	5	-12	-11	1	3	14	i	9
O=C(NCCc1ccccc1C(F)(F)F)C1CCC(=O)N(CCCN2CCCC2=O)C1 (stereo not drawn)	-5	12	-3	0	17	0	2	-3	i	6
C[C@H](NC(=O)c1nc[nH]c1C(=O)NCCCCCN)C(=O)OC(C)(C)C	4	13	4	-1	-6	/	-7	2	i	-2
CCOC(=O)C1C(=O)NC(N2CCN(c3ccccc3)CC2)=NC1c1ccco1 (stereo not drawn)	-2	10	/	-2	-5	1	-1	6	i	9
CCOc1ccccc1C(=O)Nc1cc(C)ccc1NC(=O)c1ccco1	-5	8	-1	-1	-11	0	-2	7	i	1
CC(=O)N1CCN(C(=O)c2cccc(S(=O)(=O)NCc3ccccc3)c2)CC1	-1	50	1	-12	-20	/	3	/	i	-1
Cc1ccc(NC(=O)CCNC(=O)c2ccco2)cc1Cl	7	27	2	2	-3	0	-1	21	i	-5
Cn1cc(CCNCc2cn[nH]c2-c2ccc(-c3ccccc3)cc2)cn1	-1	7	-1	12	8	-1	1	5	i	1
COCc1cc(CNC(=O)C2CCC(=O)N(Cc3ccccc3OC)C2)[nH]n1 (stereo not drawn)	-16	34	-2	16	-5	-3	2	3	i	-1
CCCCC(=O)NNC(=S)NC(=O)c1ccc(C)cc1	3	24	0	0	-3	-1	2	-3	i	-1
CC(=O)Nc1ccc(Nc2ncnc3c2cnn3-c2ccccc2)cc1	-6	20	-7	2	20	1	3	1	i	-2
Cc1ccc(C)c(N2CC(O)(c3cccs3)[N+]3=C2CCCC3)c1 (stereo not drawn)	5	12	-2	-4	-15	0	-2	/	i	8
O=C(NCCn1cccn1)C1CCC(=O)N(CCc2ccc(Cl)cc2)C1 (stereo not drawn)	/	10	/	-9	-12	-3	-3	-1	i	5
Cc1c(C(=O)c2cccc([N+](=O)[O-])c2)c2ccccn2c1CCC#N	3	16	4	-10	-9	-4	-8	1	i	-15
COC(=O)c1c(C(=O)OC)c(-c2cccc(C)c2)n2c1CS(=O)C2 (stereo not drawn)	-3	5	-1	-3	5	-3	0	-3	/	2
CCCc1nn2c(=O)cc(CSCC(=O)Nc3nnc(C(C)C)s3)nc2s1	4	22	0	1	12	0	0	/	i	-4
O=C(CCC1CCCC1)Nc1cc(C(F)(F)F)ccc1N1CCOCC1	4	1	-1	-8	-8	/	1	4	i	0
O=C(CSc1nc(=O)[nH]c2c1CCCC2)Nc1ccc(F)cc1F	2	11	-5	-2	8	/	-1	/	i	-7
O=C(Nc1ccccc1-c1ccccc1)NC1CCN(C(=O)N2CCOCC2)CC1	-5	17	0	-5	8	3	0	-7	/	1
CCOC(=O)C(CC)Sc1nc2c(cnn2-c2ccc(F)cc2)c(=O)[nH]1 (stereo not drawn)	-4	19	-4	-3	5	-6	1	2	i	11
Cc1ccc(S(=O)(=O)c2cc3c(=O)n4ccccc4nc3n(CC3CCCO3)c2=N)cc1C (stereo not drawn)	-53	26	0	3	41	-4	-1	1	i	-3
COc1ccc(Cl)cc1NC(=O)/C=C\C(=O)O	1	-1	-4	0	-11	5	2	6	i	-4
O=C(CCc1ccccn1)N1CCCC(CNS(=O)(=O)c2cccs2)C1 (stereo not drawn)	1	2	-1	-3	2	3	1	-3	i	5
Cc1ccc(Nc2nc(C(=O)N3CCC(C(=O)NCc4ccccc4)CC3)cs2)cc1	3	7	0	-21	-36	3	0	2	i	-3
COc1ccc(S(=O)(=O)N2CCCCC2)cc1NC(=O)c1ccc2ccccc2n1	1	11	-2	-2	6	-5	2	-5	i	-11
CCOC(=O)C1(Cc2cccc(OC)c2)CCN(Cc2cccc3c2OCO3)CC1	1	19	-2	-4	6	-2	1	-2	i	1
Clc1ccc(N2CCN(/N=C/c3ccncc3)CC2)cc1	13	18	-3	4	17	4	8	/	i	10
Next section.
SMILES	HDAC3 inh	AI-2 QS modul	GSK3A inh	HSF1 inhib	HSF-1 act	HSP90 inh	GSK3B inh	DYRK1A inh	PolyA inhibitor	Platelet DG rel
CCOC(=O)C1=C(COC(=O)c2cccc(Br)c2)NC(=O)NC1C (stereo not drawn)	-2	13	2	-5	-24	/	-1	1	i	4
Cc1ccc(NC2CCCN(C(=O)C3CCCCC3)C2)cc1C (stereo not drawn)	1	20	-2	2	2	-3	1	-4	i	-6
CC(=O)c1cccc(OCC(=O)Nc2cc(S(=O)(=O)N3CCOCC3)ccc2N2CCCC2)c1	-4	16	0	2	-2	/	-1	-3	i	0
CC(C)c1c(O)nc(SCCN2CCOCC2)[nH]c1=O	-2	-1	3	-1	11	-1	1	-6	i	-2
CC(C)C(NS(=O)(=O)c1ccccc1F)C(=O)N1CCc2ccccc2C1 (stereo not drawn)	-8	17	-2	-3	11	-5	-9	-5	i	-7
CCOCCCNC(=S)N1CCN(CC)CC1	-3	1	/	-2	0	0	3	-1	i	-16
NC(=O)c1ccc(NC(=O)COC(=O)CC(NC(=O)c2ccccc2Cl)c2ccccc2)cc1 (stereo not drawn)	2	19	3	3	-12	1	-1	3	i	12
